Screens (PubChem BioAssay)
APJ antagonist – antagonists of human apelin receptor APJ, primary screen, CHO-K1 cells, beta-arrestin complementation, luminescence; P35414; inhibition, % at 20 µM; actives 0.32% (n = 330,000);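 active means inhibition above about 40% at 20 µM, limit read from the data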;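 further: cells challenged with 10 nM apelin-13 agonist together with compound; plate controls were apelin-13 plus DMSO wells for no effect and DMSO wells lacking apelin-13 for full effect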
XBP1 UPR activ – activators of adaptive XBP1 UPR arm, primary screen, cell-based, CHO-XBP1 luciferase reporter, luminescence, uHTS; IRE1-XBP1 UPR activation; percent of tunicamycin response, DMSO as zero; activation, % at 20 µM; actives 0.33% (n = 330,000); AID 463104, 2010;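 active means versus positive control, 20 µM dose yields 30% or more activation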;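 further: 100% = tunicamycin at 10 µg/mL and 0% = DMSO only wells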
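Assay system: CHO-XBP1 luciferase reporter cells; Schedule: 6 h treatment, 37 °C; Detection: glow luminescence from Steady-Glo reagent; Benchmarks: high control tunicamycin 10 µg/mL final, low control DMSO vehicle only.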
tim23-1 inh – growth inhibitors of tim23-1 mutant yeast, primary screen, luminescence, uHTS | S. cerevisiae tim23-1 growth, BacTiter-Glo luminescence, 24 h | inhibition, % at 20 µM | actives 1.3% (n = 330,000) | AID 463212, 2010;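 active means growth inhibition of the mutant yeast at or above 50%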;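 further: temperature-sensitive mutant grown at 25 °C; plate controls were DMSO-treated mutant yeast for no effect and medium wells lacking yeast for full effect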
Jurkat NFkB inh – inhibitors of induced NF-kB luciferase reporter, primary screen, TCR NF-kB activation inhibitor project, cell-based, luminescence, uHTS; Jurkat, PMA/ionomycin-induced NF-kB luciferase reporter; inhibition, % at 4 µM; actives 0.53% (n = 330,000); AID 435003, 2010; in the data active means inhibition above about 50%
APJ agonist – agonists of human apelin receptor APJ, primary screen, CHO-K1 cells, PathHunter beta-arrestin, luminescence | activation, % at 20 µM | 0% DMSO wells, 100% apelin | P35414 | actives 0.11% (n = 330,000);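 active means activation more than six SD over the plate average, tested at 20 µM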;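 further: 0% = DMSO alone and 100% = apelin-13 at 10 nM; some results filed as inactive read as strong as hits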
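Test system – PathHunter CHO-K1 APJ (AGTRL-1) beta-arrestin reporter cells · Input – 1000 cells/well · Compound – single test compound dose, 20 µM final, 1% DMSO · Times – compound stimulation 90 min at 25 °C, detection 60 min · Technique – beta-gal luminescence · Read-out basis – APJ–arrestin association signal · Control set – negative DMSO alone, positive Apelin-13 at 10 nM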
Mdm2-MdmX inh – inhibitors of human Mdm2-MdmX association, primary screen, cell-based, luminescence, split luciferase, SaOS-2, uHTS. Protein Mdm4 (Homo sapiens) + E3 ubiquitin-protein ligase Mdm2 (Homo sapiens), …. SaOS-2 split-luciferase Mdm2/MdmX complementation. inhibition, % at 8 µM. actives 3% (n = 330,000). AID 485346, 2010;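 active means inhibition of at least 50% at 8 µM in the primary screen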
Target sequence (O15151 whole entry, looked up): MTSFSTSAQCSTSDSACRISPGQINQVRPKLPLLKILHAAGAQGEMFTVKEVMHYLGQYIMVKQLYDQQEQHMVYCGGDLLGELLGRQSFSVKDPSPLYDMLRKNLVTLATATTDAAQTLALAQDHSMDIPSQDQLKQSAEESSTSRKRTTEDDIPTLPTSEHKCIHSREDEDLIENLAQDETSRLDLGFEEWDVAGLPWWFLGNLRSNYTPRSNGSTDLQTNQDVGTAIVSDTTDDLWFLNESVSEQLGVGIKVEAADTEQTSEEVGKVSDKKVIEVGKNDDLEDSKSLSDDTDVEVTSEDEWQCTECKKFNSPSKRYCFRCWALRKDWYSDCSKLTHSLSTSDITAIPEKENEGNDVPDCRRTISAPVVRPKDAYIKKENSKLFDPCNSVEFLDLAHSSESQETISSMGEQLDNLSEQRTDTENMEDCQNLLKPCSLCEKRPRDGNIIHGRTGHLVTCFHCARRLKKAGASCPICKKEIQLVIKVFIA
Target sequence (Q00987 whole entry, looked up): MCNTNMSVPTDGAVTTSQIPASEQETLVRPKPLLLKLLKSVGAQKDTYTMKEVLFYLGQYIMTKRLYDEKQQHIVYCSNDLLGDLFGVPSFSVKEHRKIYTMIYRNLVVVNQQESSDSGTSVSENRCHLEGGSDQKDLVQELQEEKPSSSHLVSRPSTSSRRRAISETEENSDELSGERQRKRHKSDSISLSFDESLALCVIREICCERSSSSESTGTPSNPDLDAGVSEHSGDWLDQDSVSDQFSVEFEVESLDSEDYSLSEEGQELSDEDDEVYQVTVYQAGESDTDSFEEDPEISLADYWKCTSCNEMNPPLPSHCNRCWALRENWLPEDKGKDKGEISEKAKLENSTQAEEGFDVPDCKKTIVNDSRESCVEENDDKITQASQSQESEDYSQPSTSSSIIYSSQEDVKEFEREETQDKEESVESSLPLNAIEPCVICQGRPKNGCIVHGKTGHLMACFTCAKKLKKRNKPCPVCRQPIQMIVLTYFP
697 NFkB inh – inhibitors of PMA/ionomycin-induced NF-kB reporter, 697 cells, primary screen, B-cell NF-kB inhibitor project, cell-based, luminescence, uHTS; 697 B-cell NF-kB luciferase reporter, 16 h; inhibition, % at 4 µM; actives 0.33% (n = 330,000); AID 435022, 2010; in the data active means inhibition above about 35%
CHOP UPR activ – activators of apoptotic CHOP UPR arm, primary screen, cell-based, CHO-CHOP luciferase reporter, luminescence, uHTS; AID 449763, 2010; actives 0.34% (n = 330,000); activation, % at 10 µM; UPR activation; percent of tunicamycin response over DMSO baseline;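 active means at 10 µM dose, activation of 40% or more, normalized to positive control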;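 further: 100% = tunicamycin at 10 µg/mL and 0% = DMSO alone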
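Material: CHO-CHOP cells, stable luciferase reporter of PERK-eIF2a-CHOP signalling; quantity: 500 reporter cells seeded per well; buffer or medium: F12 medium containing 10% fetal bovine serum; compound: one dose, 10 µM in 0.5% DMSO; incubation: 6 h compound treatment, 37 °C; measured by: Steady-Glo luciferase luminescence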
* = called active by the depositor. Rows were taken by chance; about 5% have a hit in one of these screens.

molecule	APJ antagonist	XBP1 UPR activ	tim23-1 inh	Jurkat NFkB inh	APJ agonist	Mdm2-MdmX inh	697 NFkB inh	CHOP UPR activ
Cc1ccc(NC(=Nc2ccc(Br)cc2)N2CCOCC2)cc1C	19.5	-2.4	-54.4	-9.1	-2.6	22.1	-1.2	0.7
COC(=O)CCc1c(C)c(C(=O)c2cc(F)c(F)c(F)c2F)c2ccccn12	-17.5	1.0	29.5	-4.7	-0.4	24.5	-13.0	0.4
CCN(CC)c1nc2c(c(=O)n(C)c(=O)n2C)n1CC(=O)c1ccccc1	-17.2	3.1	27.8	13.0	3.2	6.5	-6.1	0.5
CC(C)C(=O)NC(c1ccccc1)c1cc([N+](=O)[O-])c2cccnc2c1O (configuration not stated)	-19.1	-2.8	7.9	12.9	-0.8	81.2*	-73.8	-2.1
CC(C)CCN1C(=O)c2ccc(C(=O)Nc3ccc(Br)cc3C(=O)O)cc2C1=O	8.7	-2.5	29.4	1.0	0.0	16.7	-5.0	0.1
Cc1cc(NS(=O)(=O)c2cc(Cl)sc2Cl)no1	-12.4	2.2	6.9	-10.2	-1.2	2.7	7.4	-2.1
Cc1ccccc1OCCn1cc(C(=O)C(=O)N2CCOCC2)c2ccccc21	15.8	-0.6	5.1	12.9	-1.3	15.6	13.7	3.9
O=C(Nc1ccccc1)c1sc(Cl)nc1-c1ccccc1	4.7	1.9	32.4	10.7	-0.4	10.5	5.3	2.3
O=C(COC(=O)c1c(Cl)cccc1Cl)Nc1ccccc1Br	6.1	2.2	21.9	-7.7	-2.9	-6.4	-0.7	2.5
O=C(O)c1cc(N2CCOCC2)nc2ccccc12	-16.0	0.9	1.4	-12.4	-2.8	-7.5	-7.2	-0.2
O=C(CC1C(=O)NCCN1C(=O)c1ccccc1)Nc1cc(Cl)ccc1Cl (configuration not stated)	9.2	-6.2	13.3	3.2	2.9	22.9	17.0	1.2
CCC(C(=O)NC(C)(C)C)N(Cc1ccccc1Cl)C(=O)c1snc(C(N)=O)c1N (configuration not stated)	26.7	-4.0	15.5	-5.2	-1.5	-2.2	-10.7	-0.1
O=C(c1cc(COc2ccc3ncccc3c2)on1)N1CCCC1	16.4	-4.5	0.7	13.2	-2.4	-0.8	-47.1	2.0
CC1CCN(CCOc2ccc(OCc3ccccc3)cc2)CC1	8.5	5.3	-85.8	-7.8	-4.5	13.3	-6.5	2.8
Cc1cccc(NC(=O)Cn2cnc3c(oc4nc5c(cc43)COC(C)(C)C5)c2=O)c1	8.2	0.5	-7.2	-3.0	-1.7	37.4	-10.2	1.0

Reprinted at random: 2 entries already listed
molecule	APJ antagonist	XBP1 UPR activ	tim23-1 inh	Jurkat NFkB inh	APJ agonist	Mdm2-MdmX inh	697 NFkB inh	CHOP UPR activ
Cc1ccccc1OCCn1cc(C(=O)C(=O)N2CCOCC2)c2ccccc21	15.8	-0.6	5.1	12.9	-1.3	15.6	13.7	3.9
O=C(CC1C(=O)NCCN1C(=O)c1ccccc1)Nc1cc(Cl)ccc1Cl (configuration not stated)	9.2	-6.2	13.3	3.2	2.9	22.9	17.0	1.2

Additional compounds
molecule	APJ antagonist	XBP1 UPR activ	tim23-1 inh	Jurkat NFkB inh	APJ agonist	Mdm2-MdmX inh	697 NFkB inh	CHOP UPR activ
Cc1ccc2[nH]c(C)c(/C=N/Nc3nc4ccccc4s3)c2c1	-31.0	-0.3	48.1	-8.7	7.2	36.6	17.7	-2.2
Cc1nn2c(nc1=O)NNC2(C)C(C)(C)C (configuration not stated)	-12.5	-1.2	-6.6	-15.5	-1.3	4.8	16.9	0.7
CCOc1ccc(NC(=O)CCn2c(=O)[nH]c3ccsc3c2=O)cc1	17.8	2.5	8.7	1.8	0.9	0.3	-17.0	0.3
CC(=O)Oc1ccccc1C(=O)O	-3.0	-5.4	8.8	9.9	0.5	-1.7	8.9	0.8
CCn1c(-c2ccc(F)cc2)n[nH]c1=S	14.1	-0.1	-0.7	-6.0	-4.9	6.5	11.5	-1.3
O=C(c1cc(Cl)ccc1F)N1CCCC(Nc2ccc3c(c2)OCCO3)C1 (configuration not stated)	-6.6	-5.0	24.7	-4.3	3.3	-3.1	9.7	-0.5
CC(=O)N1CCC2(CC1)C(C#N)=C(N)Oc1n[nH]c(CSc3ccc(C)cc3)c12	-22.7	-1.0	29.1	-2.8	-3.3	35.1	5.6	-1.2
CN(C(=O)COC(=O)c1ccc2c(c1)OCCO2)c1ccccc1	10.0	-1.4	47.9	-3.6	-2.8	-9.8	21.1	0.7
COC(=O)c1ccc(C)c(NC(=O)Cc2coc3cc(OC)ccc23)c1	12.9	-3.9	14.1	-8.9	0.9	6.6	-5.2	-1.5
CC1CN(S(=O)(=O)c2cccc(C(=O)Nc3ccccc3N3CCCCC3)c2)CC(C)O1 (configuration not stated)	11.7	-4.4	32.0	-2.4	-2.5	40.5	-54.6	-1.0
O=C(Nc1ccc2c(c1)OCCO2)C1CCCN1S(=O)(=O)c1ccc(Cl)cc1 (configuration not stated)	1.3	-1.2	25.9	5.7	-1.2	27.9	3.4	-1.4
COc1nccnc1NS(=O)(=O)c1ccc(NC(=S)NC(=O)c2cccc(F)c2)cc1	-1.8	0.5	20.6	6.6	0.1	13.4	-16.4	3.2
CS(=O)(=O)c1ccc(-c2nnn(CC(=O)N3CCCCC3)n2)cc1	27.1	-5.5	15.4	11.7	-0.1	-1.5	9.5	3.0
CC1(C)CCC(=O)N2CC[C@H]3C[C@H](OC(=O)Nc4ccccc4)C[C@@H]1[C@H]32	2.8	-0.5	13.6	-52.2	-2.9	-36.9	-22.3	1.6
CCC[C@@H](CN1CCC[C@H]1CN1C(N)=NC[C@H]1C(C)C)N1C[C@@H](Cc2ccccc2)N(CCCC2CCCC2)C1=N	4.0	0.1	-3.1	10.2	-5.6	-9.2	-7.0	0.6
Cc1ccc(C(=O)OCC(=O)Nc2cc(F)ccc2F)cc1NC(=O)c1ccco1	-4.2	-2.0	-9.9	-5.2	-5.3	13.3	23.8	13.7
COC(=O)c1ccc(C(=O)N=c2sccn2C)cc1	1.3	-2.5	-6.2	-50.8	2.8	-5.6	-53.6	6.6
COc1cccc(N2CCN(S(=O)(=O)c3ccc4c(c3)N(C(C)=O)CCO4)CC2)c1	-3.8	-6.0	21.9	16.5	1.4	16.0	-15.9	-0.5
COc1cc(C(=O)Nc2ccc3oc(-c4cccnc4)nc3c2)cc(OC)c1OC	-24.0	8.3	16.7	-3.7	3.5	41.9	5.9	0.5
Cc1cc(C)nc(NS(=O)(=O)c2ccc(NC(=O)c3ccccc3[N+](=O)[O-])cc2)n1	16.0	-3.2	10.5	-13.0	-0.6	4.5	5.7	-0.3
Cc1cc(-c2ccc(F)cc2)nc2cc(C(N)=O)nn12	20.4	5.0	-7.4	-1.9	-2.5	15.0	1.6	0.9
CCCOc1ccc2c3c(c(=O)oc2c1OCCC)CCC3	-2.4	0.9	29.6	41.4	-3.5	9.4	-16.5	-0.6
COc1ccc(CCC(=O)N/N=C(\C)c2ccc3c(c2)OCO3)cc1	11.6	-3.4	9.3	1.0	-4.5	9.8	-12.5	1.7
Cc1cccc(NS(=O)(=O)c2ccc(C)c(C(=O)N(C)C)c2)c1	15.4	-1.8	-14.7	0.6	-1.7	22.7	13.4	0.3
Cc1ccc(/C=N/NC(=O)c2c(C)nc3ccc(Br)cn23)cc1	-2.9	17.5	-5.5	50.5*	-0.2	50.4*	9.7	-0.4
O=C(/C=C\Nc1ccc2c(c1)OCO2)c1ccccn1	11.3	-11.1	28.2	55.0*	-3.0	72.2*	-52.1	-10.0
COC(=O)c1sccc1S(=O)(=O)NCc1ccc(S(N)(=O)=O)cc1	10.7	-0.5	5.2	13.4	0.2	-3.8	-41.7	0.3
CN1CCOCCOCCN(C)C(=O)N2CCOCCOCCN(CCOCC2)C1=O	13.6	-4.1	10.6	7.7	-0.8	-5.0	9.3	0.7
COCCCNC(=S)N1CCC(C(=O)c2ccc3c(c2)OCCO3)CC1	-1.0	2.6	13.1	-2.1	-1.6	11.6	0.6	2.5
CCC(c1nnc(SCC(=O)Nc2cc(S(C)(=O)=O)ccc2Cl)n1Cc1ccccc1)N(C)C (configuration not stated)	8.7	-0.7	-43.6	-6.6	8.7	16.6	9.7	1.1

2 entries from above, with two lines to a compound.
Values run as follows: APJ antagonist	XBP1 UPR activ	tim23-1 inh	Jurkat NFkB inh	APJ agonist	Mdm2-MdmX inh	697 NFkB inh	CHOP UPR activ
> COC(=O)c1sccc1S(=O)(=O)NCc1ccc(S(N)(=O)=O)cc1
  10.7	-0.5	5.2	13.4	0.2	-3.8	-41.7	0.3
> COc1cc(C(=O)Nc2ccc3oc(-c4cccnc4)nc3c2)cc(OC)c1OC
  -24.0	8.3	16.7	-3.7	3.5	41.9	5.9	0.5

The results go on.
molecule	APJ antagonist	XBP1 UPR activ	tim23-1 inh	Jurkat NFkB inh	APJ agonist	Mdm2-MdmX inh	697 NFkB inh	CHOP UPR activ
O=C(CCl)Nc1ccc(S(=O)(=O)Nc2nccs2)cc1	6.1	0.9	14.1	-13.1	2.1	12.6	-0.1	1.4
CCCCOc1ccc(CONS(=O)(=O)c2ccc(NC(C)=O)cc2)cc1Cl	-5.7	3.8	13.6	0.9	-2.5	3.5	7.7	2.5
Cn1c(=O)[nH]c(=O)c2c1nc(SCCO)n2Cc1ccccc1Cl	7.1	-3.8	9.2	5.2	-1.8	13.4	10.2	3.8
CCc1ccc(C(=O)c2cncc(Br)c2)cc1	9.1	1.2	11.4	-31.3	-3.7	21.7	-19.4	2.3
CCCCn1c(N)c(N(CCC(C)C)C(=O)c2ccc([N+](=O)[O-])o2)c(=O)[nH]c1=O	-54.8	-2.0	-2.2	11.6	12.5	23.4	3.2	-0.2
CN(C)CCCn1c2c(c(SCC(=O)Nc3cccc4ccccc34)nc1=O)CCCC2	-6.1	0.8	-4.8	6.8	1.9	22.3	-0.9	0.8
CCN(CC)S(=O)(=O)c1ccc2oc(SCc3ccc(F)cc3)nc2c1	10.9	-1.0	21.7	4.6	-3.4	21.3	-32.0	1.0
Cc1cccc(NC(=O)CSc2nsc(SCC(=O)Nc3cccc(C)c3)c2C#N)c1	7.4	1.6	3.7	-21.1	-3.7	-4.3	-0.3	0.6
O=C(OCN1C(=O)C(=O)c2ccccc21)c1ccc(Cl)cc1	3.2	5.1	35.9	7.1	-0.3	7.3	-11.0	3.3
O=C(NCCc1ccc(Cl)cc1)C1CCN(C(=O)N2CCOc3ccccc32)CC1	-0.1	-2.5	15.4	8.4	-0.9	-0.2	18.0	0.6
C=CCNc1cc(N2CCCC2)ccc1[N+](=O)[O-]	19.7	-1.5	-3.5	2.2	-4.7	4.4	-4.9	-0.9
O=C(COc1ccc([N+](=O)[O-])cc1)NCC(c1cccs1)N1CCOCC1 (configuration not stated)	12.3	-2.6	14.1	9.9	-6.2	5.4	16.9	1.6
COCCNc1ccc(-c2nn(C)c(=O)c3ccccc23)cc1[N+](=O)[O-]	8.4	-0.7	6.0	-19.0	2.7	29.7	23.2	-1.0
